# Source: PubChem BioAssay (several laboratories)
# Glyco luc inh: increase of ERlucT glycosylation luciferase signal, primary screen, N-linked glycosylation inhibitor project, D54 ERlucT cells, luminescence, set 2; D54 ERlucT glycosylation luciferase reporter, 24 h; percent of 100 nM tunicamycin response; reporter increase, % at 12.5 µM; 360,000 compounds, 0.23% hits; AID 588692, 2011;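 active means mean luciferase reporter signal, scaled so untreated is 0 and the glycosylation-blocking control 100, at or above a set limit in every replicate; inconclusive means mean reaches the limit but not every replicate does; inactive means mean below the limit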;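 further: luciferase carries N-glycosylation sites so blocking glycosylation raises the light; 0% = median of neutral control wells and 100% = median of 100 nM tunicamycin wells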
# aDG glyco act: activators of alpha-DG glycosylation, primary screen, uHTS, Pro5-aDG cells, AlphaScreen | alpha-DG glycosylation AlphaScreen (IIH6); 0% Pro5, 100% B10-LARGE cell signal | AID 624168, 2012 | 360,000 compounds, 0.22% hits | activation, % at 10 µM;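 active means activation of at least 8% versus controls, or a plate z-score of at least 8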;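 further: Pro5 are CHO cells carrying HIG-tagged alpha-DG that lacks glycosylation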
# ABHD5-PLIN5 inh: ABHD5-PLIN5 interaction inhibitors, primary screen, cell lysate, split luciferase complementation, luminescence | Split G. princeps luciferase complementation, 4 h | inhibition, % at 4 µM | 360,000 compounds, 0.78% hits;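 active means inhibition above the mean inhibition across every tested compound plus 3 SD, cut at about 22% in these data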;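 further: 0% = DMSO only wells and the 100% control is not disclosed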
# NOD2-RIPK2 inh: NOD2-RIPK2 binding disruptors in cells, primary screen, fluorescence, CHO cells, BLA complementation | Receptor-interacting serine/threonine-protein kinase 2 (Homo sapiens), O43353 | CCF4 ratio | inhibition, % at 4.98 µM | 360,000 compounds, 0.38% hits; in the data active means inhibition above about 21%;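 further: 0% = vehicle only and 100% = reference blocker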
# MC4R antagonist: MC4R antagonists of cAMP signaling, primary screen, cell-based, TR-FRET, antagonist arm of biased-ligand search; inhibition, % at 6.5 µM; MC4R-expressing cells, MTII-stimulated cAMP, LANCE TR-FRET; 360,000 compounds, 0.48% hits; AID 540295, 2011;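 active means inhibition above its plate's cutoff, the mean of tested wells on that plate plus 3 SD, cut at about 29% in these data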;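 further: 0% = Melanotan II alone and 100% = Melanotan II plus saturating MCL0020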
#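 Assay system: U2OS-MC4R stable cell line; Also added: Melanotan II; Technique: Eu-cAMP/anti-cAMP TR-FRET, emission 671 nm; Times: 30-min compound, 1-h challenge, 1-h detection, room temperature.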
# Exocytosis inh: LAMP-1 surface exposure blockers, TALL-104 cells – cell-based, flow cytometry, MLPCN library, primary screen; TALL-104 LAMP-1 surface exposure; cells stimulated with thapsigargin and PMA; inhibition, % at 10 µM; 360,000 compounds, 0.66% hits;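 active means inhibition above about 55%, limit read from the data; inconclusive means no clear call, values can overlap the other calls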
# Vif inh: HIV Vif self-association inhibitors, primary screen, imaging, HEK293T, single point. HEK293T cells, Vif self-association by quenched fluorescence, 24 h. inhibition, % at 7.49 µM. 340,000 compounds, 0.35% hits; in the data active means inhibition above about 50%, passing the limit was not always enough; inconclusive means no clear call, values can overlap the other calls; inactive means below about 31%; further: some results filed as inactive read as strong as hits
# TLR9-MyD88 inh: inhibitors of TLR9-MyD88 association in cells, primary screen, cell-based, CHO, BLA complementation, fluorescence. Toll-like receptor 9 (Homo sapiens) + Myeloid differentiation primary response protein …. CCF4 FRET ratio. inhibition, % at 4.98 µM. 340,000 compounds, 0.21% hits. AID 504734, 2011;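 active means inhibition above the mean over all tested compounds plus 3 SD, cut at about 21% in these data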;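 further: 0% = DMSO only wells and 100% = clavulanate BLA inhibitor control wells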
# MC4R ag barr: MC4R agonists recruiting beta-arrestin, primary screen, cell-based, luminescence, agonist arm of biased-ligand search; U2OS MC4R beta-arrestin complementation; percent of melanotan II response, DMSO zero; activation, % at 8.9 µM; 360,000 compounds, 0.98% hits; AID 540308, 2011;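 active means activation above a per-plate cutoff, the mean activation of sample wells on that plate plus 3 SD, cut at about 8% in these data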
# ABCB6 inh MLPCN: ABCB6 transporter inhibitors, primary screen, K562-ABCB6 cells, flow cytometry, MLPCN library | K562-ABCB6 porphyrin accumulation, 1 h; stronger effect = lower value | fluorescence ratio to DMSO, % at 10 µM | 360,000 compounds, 0.19% hits;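 active means fluorescence ratio to DMSO below 75%, the collection mean minus 3 SD; inconclusive means too few cells collected in the well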;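 further: signal is porphyrin accumulated inside mitochondria; 100% equals median channel fluorescence of DMSO control wells; lower ratio means ABCB6 inhibition with less porphyrin fluorescence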
# Target sequence (Q9NP58 whole entry, looked up): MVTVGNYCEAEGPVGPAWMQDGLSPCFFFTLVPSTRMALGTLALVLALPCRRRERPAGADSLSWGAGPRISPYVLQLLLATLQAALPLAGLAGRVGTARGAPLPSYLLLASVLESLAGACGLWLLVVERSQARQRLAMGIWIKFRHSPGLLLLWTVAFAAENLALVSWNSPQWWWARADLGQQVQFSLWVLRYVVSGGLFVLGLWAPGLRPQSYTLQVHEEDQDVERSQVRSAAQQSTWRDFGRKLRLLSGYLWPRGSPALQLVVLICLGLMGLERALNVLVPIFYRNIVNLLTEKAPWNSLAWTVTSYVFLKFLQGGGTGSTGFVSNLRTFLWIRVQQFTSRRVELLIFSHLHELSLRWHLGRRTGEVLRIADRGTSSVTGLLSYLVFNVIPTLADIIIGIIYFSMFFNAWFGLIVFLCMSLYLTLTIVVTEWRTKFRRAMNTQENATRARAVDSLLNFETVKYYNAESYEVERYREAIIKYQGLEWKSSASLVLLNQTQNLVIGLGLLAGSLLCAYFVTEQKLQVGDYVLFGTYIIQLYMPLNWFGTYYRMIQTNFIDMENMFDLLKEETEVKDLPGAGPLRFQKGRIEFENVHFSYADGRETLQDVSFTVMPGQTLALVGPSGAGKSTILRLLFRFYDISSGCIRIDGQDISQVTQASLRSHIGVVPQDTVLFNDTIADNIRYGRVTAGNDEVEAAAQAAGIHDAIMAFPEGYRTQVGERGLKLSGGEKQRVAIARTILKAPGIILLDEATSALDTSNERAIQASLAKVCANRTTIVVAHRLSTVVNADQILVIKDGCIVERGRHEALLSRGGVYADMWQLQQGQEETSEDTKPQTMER
# The depositor's hits bear a star; u = inconclusive; x = not tested or not shown; & = joins results of further samples. Only part of the results is shown; the hit share may differ from the screen's.
MC4R antagonist,Vif inh,ABHD5-PLIN5 inh,MC4R ag barr,Glyco luc inh,TLR9-MyD88 inh,Exocytosis inh,aDG glyco act,ABCB6 inh MLPCN,NOD2-RIPK2 inh,SMILES
-6,-7,-6,-1.1,2,5,2,0.0,99,8,COc1ccc(NC(=O)c2nc[nH]c2C(=O)N2CCC(C)CC2)cc1
16,0,1,-3.0,0,-9,-3,0.1,101,4,CCN(CC(=O)Nc1c(F)cccc1F)C(=O)C1CCCN(C(=O)c2ccc(Cl)cc2)C1 (stereo not given)
x,x,-2,x,x,x,-1,-0.4,96,-5,COC(=O)[C@]12CCCCC=C1N(Cc1ccccc1)C(=O)[C@H](CC(=O)NCCC(C)C)C2
1&10,u,1&-4,-1.4&-1.1,0&-6,-1&-1,-4&5,-0.6&-0.2,89&100,-1&10,COc1ccc([N+](=O)[O-])cc1NC(=O)CC1SC(=Nc2cccc(C)c2C)N(/N=C/c2cccc(OC)c2OC)C1=O (stereo not given)
22,-6,-5,-2.2,1,-5,1,0.2,96,1,CNc1nc(OCC(F)(F)F)nc(OCC(F)(F)F)n1
5,20,-1,0.6,-3,0,6,-0.6,102,-5,CC(C)C[C@H](NC(=O)c1nc[nH]c1C(=O)N[C@@H](CCCCN)C(=O)OC(C)(C)C)C(=O)OC(C)(C)C
7,-3,-1,1.6,1,-3,10,-0.2,97,1,CCCn1nnnc1NCc1cccc(OC)c1OC
14,-15,-12,-2.8,-4,-8,0,0.0,92,8,Cc1ccc(S(=O)(=O)Nc2ccccc2F)cc1C(=O)NNC(=O)c1ccccc1O
-1,29,0,-0.8,-9,-14,12,0.0,97,21,O=C(Nc1ccc(NC(=O)c2ccccc2Cl)nc1)c1ccco1
-1,-14,-2,-1.0,1,2,-1,0.0,101,-3,COc1ccc(NC(=O)N(C)C[C@H]2Oc3ccc(NS(=O)(=O)c4ccc(OC)cc4)cc3C(=O)N([C@H](C)CO)C[C@@H]2C)cc1
12,0,13,0.6,0,-8,4,0.0,98,5,CCOC(=O)/C(=N\Nc1cc(Cl)ccc1Cl)N1CCN(CC)CC1
20,-2,-1,-1.8,0,-4,-5,-0.2,91,7,CCn1c(-c2csc3c2CCCC3)n[nH]c1=S
-3,-3,-7,2.8,0,-4,-4,-0.1,105,-1,O=C(N/N=C/c1ccco1)c1cccc(S(=O)(=O)Nc2ccccc2Cl)c1
5,-10,-5,-2.2,7,5,-1,-0.3,102,-13,COc1ccc(OC)c(S(=O)(=O)N2CCC(C(=O)N3CCOCC3)CC2)c1
-2,-13,-6,-0.9,2,0,-6,0.0,103,-1,C/C(=N\Nc1cccc(Cl)c1)C1(C)N(O)C(C)(C)C(c2ccco2)=[N+]1[O-] (stereo not given)
9,11,-16,-0.9,2,3,5,-0.2,105,2,CCCCC1=CC2=C(c3ccco3)C(=O)C(C)(OC(=O)c3ccc(OC)cc3)C(=O)C2=CN1C1CC1 (stereo not given)
-2,2,-7,2.7,3,1,8,0.2,98,5,CC(C)(C)c1ccc(OCC(=O)N2CCCCCC2)c(Br)c1
-5,0,6,-0.4,-5,-4,0,0.5,94,-3,O=C(c1ccccc1)c1ccc(OCC(O)CN2CCN(Cc3ccccc3)CC2)cc1 (stereo not given)
8,1,-4,0.2,0,-4,-8,0.0,100,-10,Cc1ccc(NS(=O)(=O)c2ccc(C)c(C(=O)N3CCOCC3)c2)cc1
-4,1,0,0.6,3,5,0,-0.2,97,-3,COCCCNC(=O)Cn1nc(-c2ccc(C)cc2)ccc1=O
-4,7,-5,0.1,3,3,-5,-0.1,104,-6,CC(C(=O)NN)n1nnc(N2CCOCC2)n1 (stereo not given)
0,9,6,-1.6,1,8,-5,-0.3,106,0,CCn1c(SCc2nc3ccccc3[nH]2)nnc1-c1ccncc1
16,-5,-4,0.4,-1,5,-1,0.6,96,-1,CCOCCCNC(=O)c1c[nH]c2cc(OC)ccc2c1=O
9,-6,1,1.7,-10,-3,26,0.2,98,5,COc1ccc(Nc2cc(Sc3ccc(OC)cc3)ncn2)cc1
3,2,3,0.4,0,-5,-1,0.1,103,2,O=C(CC1SC(=NCc2ccccc2)NC1=O)Nc1ccccc1 (stereo not given)

# Full records as entered above. Order of values: MC4R antagonist | Vif inh | ABHD5-PLIN5 inh | MC4R ag barr | Glyco luc inh | TLR9-MyD88 inh | Exocytosis inh | aDG glyco act | ABCB6 inh MLPCN | NOD2-RIPK2 inh
# CCn1c(-c2csc3c2CCCC3)n[nH]c1=S across the screens: 20 | -2 | -1 | -1.8 | 0 | -4 | -5 | -0.2 | 91 | 7
# COc1ccc(Nc2cc(Sc3ccc(OC)cc3)ncn2)cc1 across the screens: 9 | -6 | 1 | 1.7 | -10 | -3 | 26 | 0.2 | 98 | 5
# Cc1ccc(S(=O)(=O)Nc2ccccc2F)cc1C(=O)NNC(=O)c1ccccc1O across the screens: 14 | -15 | -12 | -2.8 | -4 | -8 | 0 | 0.0 | 92 | 8

# (more compounds)
MC4R antagonist,Vif inh,ABHD5-PLIN5 inh,MC4R ag barr,Glyco luc inh,TLR9-MyD88 inh,Exocytosis inh,aDG glyco act,ABCB6 inh MLPCN,NOD2-RIPK2 inh,SMILES
2,-16,7,1.0,1,8,6,0.1,92,-2,O=S(=O)(c1ccc(Cl)nc1)N1CCOCC1
2,-7,7,0.6,2,12,2,0.3,97,-1,COCC(=O)OCC(=O)N1N=C(c2ccc(Cl)cc2)CC1c1ccco1 (stereo not given)
4,-3,0,-0.8,1,-4,-2,-0.1,96,-7,CCC(=O)NC1CC2CCCC(C1)N2Cc1ccc(C)cc1 (stereo not given)
4,4,-3,-2.0,-2,-8,1,0.1,93,-13,CCCCn1c(N)c(N(Cc2ccccc2OC)C(=O)c2cc(CC)c(C)s2)c(=O)[nH]c1=O
-2,-11,6,-0.9,3,4,-2,-0.3,98,-1,C=CCCC(=O)N1C[C@H]2CON(C)[C@H]2C[C@H]1c1ccccc1Br
0,1,-5,9.3*,3,-9,-3,0.0,89,-8,Cn1c(SCC(=O)Nc2ccccc2)nnc1-c1ccc(NC(=O)CCc2ccccc2)cc1
4,-7,-1,2.9,-3,-2,1,-0.4,104,-5,Cc1ccc(C2CN(c3ccccc3)CC2C(=O)c2ccc(F)cc2)cc1 (stereo not given)
-4,16,2,-0.9,2,1,-5,-0.1,93,1,COc1cc(OC)cc(C(=O)OCC(=O)NC2CCCCCCC2)c1
6,-3,7,-3.9,0,10,-4,-0.2,97,6,CN(C)CCCN(C(=O)c1ccc(S(=O)(=O)N2CCCC2)cc1)c1nc2c(F)cc(F)cc2s1
16,-3,-6,1.0,3,1,7,0.0,98,6,CCOc1ccc2[nH]c(=O)c(CN(CCCN3CCOCC3)C(=O)Nc3ccc(F)cc3)cc2c1
-2,0,-2,-1.4,-6,-6,-6,0.9,87,-3,O=C(/C=C/c1cc([N+](=O)[O-])ccc1OC(F)F)Nc1cccc2ccccc12
10,1,-3,0.1,-2,3,1,0.0,99,7,O=C(CSCc1ccccc1)N1CCN(c2ccccc2)CC1
1,7,4,-0.2,-1,-5,11,0.0,101,-12,O=C(COC(=O)c1cnccn1)c1cccc([N+](=O)[O-])c1
-3,-3,2,0.1,-1,-1,-9,0.0,98,1,COC(=O)c1nn(Cc2ccccc2)c(=O)c2ccccc12
5,-4,5,-1.4,-4,-1,1,0.0,96,-8,O=C(NCC(c1ccco1)N1CCCCC1)c1cnc(Cl)c(Cl)c1 (stereo not given)
1,6,1,0.0,2,6,-6,0.1,97,-5,CCC1(c2ccc(F)cc2)NC(=O)N(CC(=O)Nc2cccc(S(=O)(=O)N3CCCC3)c2)C1=O (stereo not given)
-2,x,-9,-1.6,0,-1,-1,-0.2,92,4,Cc1ccc(S(=O)(=O)N2Cc3ccccc3CC2C(=O)Nc2ccc3c(c2)OCO3)cc1 (stereo not given)
10,11,10,2.5,1,8,-5,-0.2,96,1,CN(C)C(=O)Cn1c(SCC(=O)NCc2ccc3c(c2)OCO3)nc2ccccc21
-4,-10,-5,8.5*,-3,-15,-7,-0.2,98,0,Nc1ccccc1SCc1c(Cl)cccc1Cl
9,-4,1,-1.2,1,-13,12,0.0,95,-12,CCOC(=O)c1cnc2c(-c3ccccc3OC)c(C)nn2c1C
x,x,-11,x,x,x,-3,1.1,x,46*,COc1ccc(NC(=O)C(C2CC2)n2c(=O)c(-c3cc4ccccc4[nH]3)nc3ccccc32)cc1 (stereo not given)
-4,0,0,1.1,0,-3,0,0.0,94,-18,Cc1ccc(N2C(=O)CC(N3CCN(C4CCc5ccccc5C4)CC3)C2=O)cc1 (stereo not given)
-6,-2,-6,-0.5,1,10,-2,0.1,100,-6,CCCC1=NN(C(=O)CCc2ccccc2O)C(O)(C(F)(F)F)C1 (stereo not given)
6,-4,-1,-2.6,0,-7,-1,-0.1,104,-10,NC(=O)NC(Cc1ccccc1)C(=O)NNC(=O)COc1ccccc1Cl (stereo not given)
11,-4,-1,2.2,-1,-10,7,0.2,98,-6,COc1cc(OC)cc(C(=O)N[C@H](C(=O)NCCc2c[nH]c3ccccc23)C(C)C)c1

# (listing goes on)
MC4R antagonist,Vif inh,ABHD5-PLIN5 inh,MC4R ag barr,Glyco luc inh,TLR9-MyD88 inh,Exocytosis inh,aDG glyco act,ABCB6 inh MLPCN,NOD2-RIPK2 inh,SMILES
-2,3,-4,-1.5,0,-6,5,0.2,87,8,COC(=O)c1ccc(C(=O)OC)c(NC(=S)N2CCN(c3cccc(Cl)c3)CC2)c1
-4,x,-4,0.1,1,6,3,0.0,103,-3,COc1ccc(S(N)(=O)=O)cc1C(=O)OCC(=O)N1c2ccccc2NC(=O)C1(C)C
-5,0,14,-0.8,5,-8,-2,0.4,93,-7,COCCn1c(=N)c(C(=O)NCc2ccco2)cc2c(=O)n3cc(C)ccc3nc21
16,8,-5,-0.8,0,4,5,0.1,101,-5,O=C(CCc1nnc2n(Cc3ccccc3Cl)c(=O)c3ccccc3n12)NCCCN1CCOCC1
1,36,0,-1.8,33*,4,0,2.2,95,5,O=C(Cc1cccs1)Nc1ccc(-c2nc3ccccc3[nH]2)cc1
-5,-2,5,3.2,8,-7,-1,-0.1,92,5,Fc1cccc(Nc2nc3ccccc3n3cnnc23)c1
8,-14,3,-1.8,-3,-14,-1,0.4,101,-6,COc1cc(OC)c(-c2nc3ccccc3s2)cc1OC
8,-7,-9,0.7,1,-7,5,0.3,95,-3,CCOc1ccc2oc(C(=O)Nc3ccc(C)cn3)c(C)c2c1
5,-4,2,-1.2,0,-1,-3,0.0,99,-7,CC(n1cnnn1)C12CC3CC(CC(C3)C1)C2 (stereo not given)
-3,8,-3,-1.2,4,-5,0,-0.1,82,5,COc1ccc(CNC(=O)CSc2nnnn2Cc2ccccc2)cc1
